Vc quorum ag = induces V. cholerae light production without autoinducers | V. cholerae BH1578 lux reporter, luminescence, 6 h | activation, % at 18.7 µM | 350,000 tested, 0.16% active; in the data active = activation mostly above about 9.7%, no sharp cut-off; note: not every result past the cut was called active; inactives centre near 0; reference of the scale not given here
Mtb UGM inh = blocks M. tuberculosis UGM enzyme | P9WIQ1 | purified UGM, fluorescence polarization probe displacement | inhibition, % at 10 µM | 320,000 tested, 0.06% active; in the data active = inhibition above about 10%, passing the limit was not always enough
Target sequence (P9WIQ1 whole entry, looked up): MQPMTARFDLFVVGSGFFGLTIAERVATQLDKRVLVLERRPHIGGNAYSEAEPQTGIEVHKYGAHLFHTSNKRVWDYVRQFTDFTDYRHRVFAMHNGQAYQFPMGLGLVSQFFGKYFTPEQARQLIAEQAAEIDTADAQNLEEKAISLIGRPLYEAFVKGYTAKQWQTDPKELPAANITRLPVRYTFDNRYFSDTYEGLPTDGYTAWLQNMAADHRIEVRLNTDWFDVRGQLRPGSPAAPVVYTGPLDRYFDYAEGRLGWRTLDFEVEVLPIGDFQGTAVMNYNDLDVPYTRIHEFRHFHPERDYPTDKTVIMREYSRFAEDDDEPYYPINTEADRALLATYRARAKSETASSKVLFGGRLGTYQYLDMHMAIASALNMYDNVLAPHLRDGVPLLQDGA
3CLpro inhibitor = SARS-CoV 3CLpro protease inhibition. P0C6X7. recombinant SARS-CoV 3CLpro, quenched FRET peptide cleavage. inhibition, % at 6 µM. 290,000 tested, 0.14% active. AID 1706; in the data active = inhibition above about 12%
Mtb FBA inh = inhibits M. tuberculosis FBA enzyme | purified M. tuberculosis FBA, fluorescence read-out | inhibition, % at 1 µM | 360,000 tested, 2.3% active | AID 588726; in the data active = inhibition above about 27%;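 note: 0% = vehicle and 100% = reference inhibitor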
Target sequence (P9WQA3 whole entry, looked up): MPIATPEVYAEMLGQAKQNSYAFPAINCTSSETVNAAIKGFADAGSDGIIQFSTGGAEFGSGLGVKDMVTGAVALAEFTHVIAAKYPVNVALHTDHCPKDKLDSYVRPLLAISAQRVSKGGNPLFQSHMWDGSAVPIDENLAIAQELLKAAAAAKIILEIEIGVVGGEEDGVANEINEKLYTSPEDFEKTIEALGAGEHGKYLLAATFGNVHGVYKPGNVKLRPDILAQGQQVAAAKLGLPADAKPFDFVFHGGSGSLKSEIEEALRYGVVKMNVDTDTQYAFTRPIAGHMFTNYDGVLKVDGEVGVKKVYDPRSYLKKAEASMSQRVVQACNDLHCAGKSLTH
GDH-TPI counter = inhibits GDH-TPI coupling enzymes, artifact for Mtb FBA screen. GDH-TPI coupled enzyme counterscreen, NADH absorbance. inhibition, % at 4.8 µM. 360,000 tested, 1.2% active. AID 588335; in the data active = inhibition above about 30%;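 note: 0% = DMSO wells and 100% = wells lacking the enzyme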
MazEF act = activators of E. coli MazEF toxin-antitoxin RNase; P0AE70; AID 504720; activation, % at 20 µM; FAM/BHQ RNA-DNA oligo cleavage fluorescence, 5 h; 350,000 tested, 0.32% active; in the data active = activation above about 50%
Target sequence (P0AE70 whole entry, looked up): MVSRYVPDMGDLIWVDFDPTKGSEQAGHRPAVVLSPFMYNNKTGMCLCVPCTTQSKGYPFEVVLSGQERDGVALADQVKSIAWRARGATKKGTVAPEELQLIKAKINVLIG
VHR inh abs = inhibitors of human VHR1 phosphatase (DUSP3); P51452; recombinant VHR phosphatase, pNPP absorbance; inhibition, % at 13.3 µM; 290,000 tested, 0.52% active; AID 1654; in the data active = inhibition above about 50%; note: some compounds called inactive have numbers as strong as hits
Mtb BioA inh = inhibitors of Mycobacterium tuberculosis BioA enzyme. purified M. tuberculosis BioA enzyme, plate reader. inhibition, % at 9.99 µM. 360,000 tested, 0.096% active; in the data active = inhibition above about 40%
Rv3671c inh = inhibitors of M. tuberculosis serine protease Rv3671c | AID 2606 | P9WHR9 | inhibition, % at 5.96 µM | 320,000 tested, 0.048% active; in the data active = inhibition above about 38%;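 note: extracellular domain of Rv3671c used as enzyme; 0% = enzyme with DMSO and 100% = no enzyme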
SSB-PriA inh = inhibitors of Klebsiella pneumoniae PriA binding to SSB C-terminal tail | AlphaScreen SSBct-PriA binding, biotinylated peptide | inhibition, % at 33 µM | 430,000 tested, 0.6% active | AID 1272365; in the data active = inhibition mostly above about 37%, no sharp cut-off; inactive = mostly below about 20%;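 note: plate controls were negative control peptide for no effect and reference peptide for full effect; strong numbers were not always called active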
The depositor's hits bear a star; i = inactive; . = no result given; & = joins results of further samples.

SMILES	Vc quorum ag	Mtb UGM inh	3CLpro inhibitor	Mtb FBA inh	GDH-TPI counter	MazEF act	VHR inh abs	Mtb BioA inh	Rv3671c inh	SSB-PriA inh
Nc1nc2ccccc2nc1N	-2.9	-1.9	-1	51*	3	-3	-1	0.7	2	-8
CCOc1ccc(-c2nn[nH]n2)cc1	i	1.4	-6	3	-10	-3	8	.	-3	-19
Cc1ccc(C)c(CN2C(=O)c3ccccc3S(=O)c3ccc(C(=O)N4CCN(c5ccccn5)CC4)cc32)c1 (centres undefined)	0.5	-0.2	3	-4	-6	-10	19	.	-5	0
CCc1ccccc1NC(=O)CC(NCc1ccccc1)C(=O)O (centres undefined)	2.7	2.8	-4	-2	-7	-8	28	-0.6	1	-29
CC(C)C(=O)N1CCN(c2ccc(NC(=O)c3ccc4c(c3)OCCO4)cc2)CC1	-0.3	-0.7	1	0	-4	7	16	.	5	-6
Cc1ccc(C(=O)N2C(=O)C(c3ccccc3)Oc3ccccc32)cc1 (centres undefined)	-0.4	0.5	1	1	4	-10	-2	.	-12	-12
Cc1ccc2oc3c(c(=O)c2c1)C(c1cccc(O)c1)N(c1ccccn1)C3=O (centres undefined)	-0.1	-1.8	1	3	16	16	7	-3.1	-17	6
COCCn1nnnc1C(c1cc2cc(C)ccc2[nH]c1=O)N1CCc2ccccc21 (centres undefined)	-0.6	1.6	3	3	12	-2	26	-1.7	-1	-10
Cc1ccccc1Cn1nc(C)c(NC(=O)C2(C)CC2(Cl)Cl)c1C (centres undefined)	-3.3	3.9	3	3	6	-4	-14	.	0	-1
Cc1nc(Nc2ccc(Cl)cc2Cl)sc1C(=O)Nc1ccccc1	-0.3	0.5	8	1	9	2	9	.	-17	7
COCCn1c(-c2ccccc2F)n[nH]c1=S	i	2.1	-10	1	3	9	6	0.0	-1	-7
CCN=C(NCC)SC1CC(=O)N(CCc2ccccc2)C1=O (centres undefined)	-0.5	-0.7	.	-2	-1	2	.	-1.1	-1	-2

Reformatted with bars between the fields: part of the list above.
SMILES | Vc quorum ag | Mtb UGM inh | 3CLpro inhibitor | Mtb FBA inh | GDH-TPI counter | MazEF act | VHR inh abs | Mtb BioA inh | Rv3671c inh | SSB-PriA inh
CC(C)C(=O)N1CCN(c2ccc(NC(=O)c3ccc4c(c3)OCCO4)cc2)CC1 | -0.3 | -0.7 | 1 | 0 | -4 | 7 | 16 | . | 5 | -6
Nc1nc2ccccc2nc1N | -2.9 | -1.9 | -1 | 51* | 3 | -3 | -1 | 0.7 | 2 | -8
Cc1ccc(C(=O)N2C(=O)C(c3ccccc3)Oc3ccccc32)cc1 (centres undefined) | -0.4 | 0.5 | 1 | 1 | 4 | -10 | -2 | . | -12 | -12
Cc1ccc2oc3c(c(=O)c2c1)C(c1cccc(O)c1)N(c1ccccn1)C3=O (centres undefined) | -0.1 | -1.8 | 1 | 3 | 16 | 16 | 7 | -3.1 | -17 | 6

In the list so far, these contain a Cl atom:
SMILES	Vc quorum ag	Mtb UGM inh	3CLpro inhibitor	Mtb FBA inh	GDH-TPI counter	MazEF act	VHR inh abs	Mtb BioA inh	Rv3671c inh	SSB-PriA inh
Cc1ccccc1Cn1nc(C)c(NC(=O)C2(C)CC2(Cl)Cl)c1C (centres undefined)	-3.3	3.9	3	3	6	-4	-14	.	0	-1
Cc1nc(Nc2ccc(Cl)cc2Cl)sc1C(=O)Nc1ccccc1	-0.3	0.5	8	1	9	2	9	.	-17	7

Continued:
SMILES	Vc quorum ag	Mtb UGM inh	3CLpro inhibitor	Mtb FBA inh	GDH-TPI counter	MazEF act	VHR inh abs	Mtb BioA inh	Rv3671c inh	SSB-PriA inh
CCc1nc(SCc2ccc(Br)cc2)n[nH]1	i	-2.4	0	0	-14	4	.	-0.8	-4	-3
O=C(O)c1ccc(-n2cccc2/C=C2/NC(=O)N(c3ccccc3)C2=O)cc1	-0.5	3.2	-4	0	32*	0	16	.	4	7
COc1cc(F)ccc1S(=O)(=O)n1c(C)nc2ccccc21	-0.3	-1.0	5	0	7	-8	6	0.6	-13	-21
COc1cc(Cn2c(-c3nonc3N)nc3ccccc32)ccc1C	i	-0.5	-1	0	11	-12	2	3.7	-1	-11
Cc1ccccc1NS(=O)(=O)c1cc(C(=O)N2CCCC2)ccc1Cl	-1.6	0.2	-5	0	6	-5	19	-0.4	-3	-17
c1ccc(Nc2nc(-c3cccnc3)cs2)nc1	-3.7	0.9	1	-9	3	6	3	-1.8	2	-2
O=C(CN1C(=O)CCC1=O)Nc1cccc2c1C(=O)NC2=O	i	-1.0	8	17	6	-13	7	.	2	-10
Cn1ncc([N+](=O)[O-])c1C(=O)N1CCCCCC1	i	.	-3	5	12	-21	21	-1.7	.	-5
CSc1ncnc2c1ncn2CCCNCC1CCCCC1	i	.	.	0	3	6	.	-3.9	.	.
Cn1c(=O)c2cc(NC(=O)NCc3ccc(F)cc3)ccc2n1Cc1cccc(C(F)(F)F)c1	-0.1	.	.	98*	6	.	.	-0.8	.	.
O=C1NCCN(Cc2ccc(Cl)c(F)c2)C1CC(=O)N1CCCCO1 (centres undefined)	-0.3	0.5	-5	2	-1	17	21	0.8	-5	3
O=C(Cn1cc(C(F)(F)F)ccc1=O)OCC(=O)c1ccc[nH]1	i	-1.4	.	5	3	-3	.	-0.2	1	-8
Cc1cc(C)c(S(=O)(=O)c2cccc(Cl)c2)c(Cl)n1	-0.2	3.1	8	7	3	5	9	.	-3	-4
CCOc1ccc(/C=N/Nc2ccc(C(F)(F)F)cc2[N+](=O)[O-])cc1O	-0.4	0.6	1	-6	12	11	37	.	12	.
O=C(c1ccc(S(=O)(=O)NCc2ccco2)cc1)N1CCN(Cc2ccccc2F)CC1	-0.3	.	.	2	-1	0	.	0.1	.	-3
COc1cc(NS(=O)(=O)c2ccc(NC(=O)c3cccnc3)cc2)ncn1	-0.7	1.1	-5	0	9	0	28	-1.3	11	4
Cc1ccc(NC(=O)CSc2n[nH]c(-c3ccncc3)n2)c(C)c1	-0.2	4.6	2	-1	8	1	7	-0.5	6	-3
CCN1CCN(C(=O)CCNC(=O)Cn2ccc3ccccc3c2=O)CC1	-0.5	-6.0	-1	4	5	4	43	-2.4	7	-24
CCOc1ccc(NS(=O)(=O)c2ccc(NC(=O)C3CC3)cc2)cc1	-0.1	0.0	2	-1	8	9	5	-4.6	-15	-2
CSc1nc(N)nc(SCC(=O)OC(C)C)c1C#N	-0.2	-3.2	5	2	-4	0	9	20	3	-16
C=CCNC(=S)N/N=C1\CCS(=O)(=O)c2ccccc21	1.4	-0.4	1	-1	12	-2	10	0.6	-5	.
COc1ccc(NC(=O)c2cnn3c(C(F)(F)F)cc(-c4ccco4)nc23)cc1OC	-2.2	-1.0	2	4	5	3	29	-1.9	-1	-6
CN(c1ncc(C(F)(F)F)cc1Cl)n1cc(C(N)=O)c2ccccc2c1=O	-0.6	-1.7	-3	-3	-4	0	12	15	4	-1
CCCCN(C(=O)c1ccc(C#N)cc1)c1c(N)n(CCC)c(=O)[nH]c1=O	-0.3	0.4	-1	2	-1	-3	-8	-0.3	-2	-4
COc1ccc(C(C)=O)cc1CC(C(=O)c1ccc(C)cc1)N(C)C (centres undefined)	i	1.3	0	1	10	8	12	3.0	-7	-16
Cc1cccc(NC(=O)CCCN2C(=O)c3cccc4cccc(c34)C2=O)c1	-0.3	1.7	5	4	15	9	-15	-1.8	-6	-26
CN(C(=O)c1cccc(C#CC(C)(C)O)c1)C1CCCN(Cc2ccccc2F)C1 (centres undefined)	-0.8	2.8	-3	1	10	5	5	-1.5	-1	-3
CCCc1cc2c(cc1NC(=O)c1ccccc1C)OCO2	i	-2.6	4	3	4	-1	20	-0.8	-1	-5
CCOc1ccc2c(c1)[nH]c(=S)n2C	-0.4	1.3	-4	3	6	0	18	0.7	6	1
Cc1cc(C)c(S(=O)(=O)Nc2nnc(C3CCCCC3)s2)c(C)c1	-3.1	-2.7	-1	3	-12	-3	13	1.9	-8	12
CC(C(=O)NCCC1=CCCCC1)c1ccc([N+](=O)[O-])cc1 (centres undefined)	-0.2	-0.3	1	0	-3	-17	1	.	-1	1
Cc1c(Nc2ccc3nonc3c2[N+](=O)[O-])c(=O)n(-c2ccccc2)n1C	3.4	0.9	0	-4	3	13	-1	.	-2	-14
CC(NC(=O)COC(=O)/C=C/c1ccc2c(c1)OCO2)c1ccccc1 (centres undefined)	i	-0.9	.	7	3	-7	.	1.0	-5	-10
Cc1nc(NC(=S)NC(=O)c2ccccc2)sc1C	i	0.0	6	1	10	3	14	-0.4	-5	0
CN1C(C(=O)NCC2CC2)CC2Cn3c(nc4cc(Cl)c(Cl)cc43)C21 (centres undefined)	i	1.9	.	0	6	-3	26	1.4	0	4
CCOC(=O)Cc1csc(NC(=O)CN2CCOCC2)n1	-0.9	5.8	-1	2	1	-8	39	-1.9	-10	-10
CCOc1ccccc1C(=O)NC1CC2CCCC(C1)N2Cc1ccccc1 (centres undefined)	-2.6	0.0	-1	-3	-1	-1	29	-1.6	4	-6
O=C(C1CCN(S(=O)(=O)c2cc(Cl)ccc2Cl)CC1)N1CCOCC1	-0.3	-1.7	0	2	1	2	17	1.4	4	1
O=C1CN=C(c2ccccc2)c2cc(Br)ccc2N1	-0.9	-1.9	4	-2	1	5	-4	0.0	-6	15&-6
CCOC(=O)C1(CCCc2ccccc2)CCN(Cc2nccn2CC)CC1	-0.3	5.7	-4	-3	3	7	4	.	-7	13
Cc1ccc(S(=O)(=O)N(C)C)cc1NC(=O)C(C)OC(=O)c1ccc2c(=O)n3c(nc2c1)CCC3 (centres undefined)	i	.	.	0	1	4	.	0.5	.	-3
CC(C)c1ccc(N(CC(=O)NCc2ccco2)C(=O)CCC(=O)Nc2nccs2)cc1	-0.5	3.3	0	2	0	8	5	-0.4	-2	-4
COc1ccc(CCNC(=O)CSCc2c(F)cccc2Cl)cc1OC	-0.3	-0.1	-6	0	3	-13	12	2.9	-4	-11
Cc1cc(NC(=O)CCC(=O)N(CC(=O)NC2CCCC2)Cc2cccs2)no1	i	-0.8	-1	5	11	-10	-9	.	-7	0
CCN(CC)CC#CCOC(c1ccccc1)c1ccccc1	-0.4	0.1	0	-7	-3	1	24	-2.9	0	2
CCOC(=O)C(C)Oc1cccc2c(=O)n(CC(=O)N3CCN(C(=O)OCC)CC3)ccc12 (centres undefined)	-0.2	2.1	0	2	10	-1	32	-1.8	10	-6&-2
Cc1nc(-c2cccc(NC(=O)c3cc4cc(Br)ccc4oc3=O)c2)cs1	-8.3	0.5	4	-1	-6	3	26	-0.7	3	-7
CCC1(C)Cc2ccccc2-c2nc(NCCCO)[nH]c(=O)c21 (centres undefined)	-0.2	2.3	4	140*	9	8	-14	.	-8	-1
COC(=O)CC(c1ccc(F)cc1)n1c(C)ccc1C (centres undefined)	2.4	-0.2	1	0	-1	9	13	-0.9	0	21
Nc1c(CNCc2nnn(Cc3ccccc3)c2N)nnn1Cc1ccccc1	i	.	.	2	5	8	.	1.2	.	.

Only part of the results is shown; rates above refer to the full screens.
